Screening results as filed in PubChem.
MKP-3 inhibition: inhibition of rat DUSP6 enzyme activity – biochemical, in vitro, primary screen (AID 425); recombinant MKP-3 phosphatase activity, fluorescence; higher % means a stronger effect; one-dose inhibition, % at 20 µM; IC50 in µM for titrated hits; hit rate 0.17% among 110,000; in the data active means inhibition above about 50%;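 further: plate controls were vehicle for no effect and reference inhibitor for full effect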
Hsp70 displacement: small molecules displacing fluorescent ligand from Hsp70 – biochemical, fluorescence polarization, primary screen (AID 583); displacement, % at 20 µM; hits with a dose series show IC50 in µM; Hsp70 fluorescence polarization probe displacement, mP; higher % means a stronger effect; hit rate 0.06% among 140,000; in the data active means displacement above about 50%;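 further: plate controls were vehicle for no effect and reference ligand for full effect; a part of the inactive calls stands beside numbers as strong as those of hits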
* = called active by the depositor; nt = not tested or not shown; & = joins results of further samples. Only part of the results is shown; the hit share may differ from the screen's.

The opening five entries, ahead of the listing:
SMILES	MKP-3 inhibition	Hsp70 displacement
COc1ccc2c(c1)CC/C2=N/OC(=O)c1ccc(OC)c([N+](=O)[O-])c1	14%	-3.0%
COc1cccc(C(=O)Cn2c(NCCO)nc3ccccc32)c1	nt	5.5%
COc1ccc(Cc2nc(-c3ccc(-n4cccc4)cc3)no2)cc1OC	-3%	-2.8%
C=C(C)CN1CCN(c2c(Cc3ccccc3)c(C)c(C#N)c3nc4ccccc4n23)CC1	2%	0.7%
Cc1ccc(-c2csc(N/N=C/c3cc(Br)ccc3O)n2)cc1	3%	-3.3%

This part in full, from the start:
SMILES	MKP-3 inhibition	Hsp70 displacement
COc1ccc2c(c1)CC/C2=N/OC(=O)c1ccc(OC)c([N+](=O)[O-])c1	14%	-3.0%
COc1cccc(C(=O)Cn2c(NCCO)nc3ccccc32)c1	nt	5.5%
COc1ccc(Cc2nc(-c3ccc(-n4cccc4)cc3)no2)cc1OC	-3%	-2.8%
C=C(C)CN1CCN(c2c(Cc3ccccc3)c(C)c(C#N)c3nc4ccccc4n23)CC1	2%	0.7%
Cc1ccc(-c2csc(N/N=C/c3cc(Br)ccc3O)n2)cc1	3%	-3.3%
COc1ccccc1-c1c(C(F)(F)F)oc2c(CN3CC(C)OC(C)C3)c(O)ccc2c1=O (centres undefined)	-1%	0.0%
Cc1ccc(Sc2nnc(-c3ccccc3)cc2C#N)cc1	nt	12%
CCOC(=O)C1=C(C)NC(=S)NC1c1ccc(OCc2ccccc2)cc1 (centres undefined)	-2%	4.3%
O=S1(=O)CC/C(=N\O)c2ccccc21	nt	-1.2%
Cc1ccc(NC(=O)CN(c2ccc(Br)cc2)S(C)(=O)=O)cc1	1%	1.1%
Cc1cc(NC(=O)Nc2cccc(F)c2)no1	2%	2.0%
COc1ccc(OC)c(NC(=O)/C=C/c2ccc(Cl)cc2Cl)c1	0%	2.1%
CCN1C(=O)/C(=C\c2ccccc2O)C(C(=O)OC)=C1C	8%	1.2%
COc1ccc(Cl)cc1N(CC(=O)NCCSc1nc2ccccc2s1)S(=O)(=O)c1ccccc1	2%	-4.2%
c1cncc(-c2nnc(-c3cccs3)o2)c1	-4%	-0.6%
Cn1c(=O)c2c(nc(N3CCc4ccccc4C3)n2Cc2ccc(Br)cc2)n(C)c1=O	-5%	7.3%
CCOC(=O)C1=C(C)NC(=O)NC1c1ccccc1Cl (centres undefined)	-8%&0%	2.2%&-5.6%
COC(=O)C1C(c2ccccc2)=NN(c2ccccc2)C1C(=O)OC (centres undefined)	1%	1.3%
CCOC(=O)N1CCN(c2cc(C)c([N+](=O)[O-])cc2F)CC1	1%	0.9%
Cn1ncc(C#N)c1NC(=O)C1CC(c2c(F)cccc2Cl)=NO1 (centres undefined)	5%	1.1%
CCOC(=O)CSc1cc(=O)n(CC)c2ccccc12	nt	-4.8%
Cc1ccc(/C=N/c2nc3ccc(Br)cc3n2C)c(O)c1	3%	-0.3%
CC1CC2(CCCCC2)Nc2ccc3ccccc3c21 (centres undefined)	nt	0.3%
COCCCNS(=O)(=O)c1cc(Cl)ccc1Cl	-2%	-0.1%
Nc1cc(N)nc(SCC(=O)N2CCCCC2)n1	-3%	2.3%
CCOC(=O)c1c(NC(=S)NC(=O)c2ccc(OC)cc2)sc2c1CCC(C)C2 (centres undefined)	4%	-4.6%
CCC1=NN2C(=N)/C(=C/c3ccc(-c4cc(Cl)ccc4Cl)o3)C(=O)N=C2S1	4%	-32%
CCc1nnc(NC(=O)CN2C(=O)c3ccccc3C2=O)s1	-12%	4.7%
CN(C)CCn1c(C(=O)O)cc2ccccc21	3%	-4.6%
O=C(Nc1ccc(OCc2ccccc2)cc1)c1ccc(Cl)c([N+](=O)[O-])c1	3%	-4.1%
Cn1c(C(=O)N2CCc3ccccc32)cc2c(=O)n3ccccc3nc21	6%	0.6%
COc1ccc(C2=N/C(=C/c3ccc([N+](=O)[O-])cc3)C(=O)N2c2ccc(F)cc2)cc1	2%	-5.1%
O=C(NCCN1CCN(c2ccccc2)CC1)C1CCN(S(=O)(=O)N2CCOCC2)CC1	-1%	-2.7%
Cc1ccc(CN(C)C(=O)C2CCCN2C(=O)c2cccs2)o1 (centres undefined)	5%	-5.2%
COc1ccc(Cl)cc1NC(=O)C1=C(C)NC(=S)NC1c1ccc([N+](=O)[O-])cc1 (centres undefined)	2%	-3.2%
O=C(Nc1nc(-c2cc(Cl)sc2Cl)cs1)c1cccs1	-8%	1.6%
C/C(=C\C(=O)c1ccccc1)Nc1cccc(O)c1	7%	10%
OC[C@H]1O[C@@H](Nc2cccc3ccccc23)[C@H](O)[C@@H](O)[C@H]1O	12%	2.4%
Cc1ccc(C2=NN(C(=N)SC3CC(=O)N(c4ccccc4F)C3=O)C(c3ccc(Br)cc3)C2)cc1 (centres undefined)	2%	-5.1%
CCCCC(=O)N=c1sc2cc(S(C)(=O)=O)ccc2n1C	5%	8.2%
c1cc2c(nn1)CCc1nonc1-2	-20%	3.5%
COCCCNC(=O)CN(c1ccc(C)cc1)S(=O)(=O)c1ccc(SC)cc1	-5%	-1.3%
N/C(=N\OC(=O)c1cccc(F)c1)c1ccccc1	-2%	1.2%
COc1ccc(S(=O)(=O)N2CCN(Cc3ccc(OC)c(OC)c3)CC2)cc1	3%	-1.1%
OC(CC#CCN1CCC(c2ccccc2)C1)(c1ccccc1)c1ccccc1 (centres undefined)	6%	0.1%

The final 4 compounds of the part before open the next one:
SMILES	MKP-3 inhibition	Hsp70 displacement
COCCCNC(=O)CN(c1ccc(C)cc1)S(=O)(=O)c1ccc(SC)cc1	-5%	-1.3%
N/C(=N\OC(=O)c1cccc(F)c1)c1ccccc1	-2%	1.2%
COc1ccc(S(=O)(=O)N2CCN(Cc3ccc(OC)c(OC)c3)CC2)cc1	3%	-1.1%
OC(CC#CCN1CCC(c2ccccc2)C1)(c1ccccc1)c1ccccc1 (centres undefined)	6%	0.1%
O=C(CCc1n[nH]c(=O)[nH]c1=O)N/N=C/c1ccc(C(F)(F)F)cc1	1%	0.9%
CC(CNC(=O)C(c1ccccc1)c1ccccc1)c1ccccc1 (centres undefined)	2%	1.8%
O=C(O)CC(NC(=O)c1ccco1)c1ccccc1 (centres undefined)	3%	-0.1%
CCC1CCCCN1C(=O)CSc1nc(N)c(NC(=O)c2ccco2)c(=O)[nH]1 (centres undefined)	-1%	5.8%
O=C(NCc1ccc(F)cc1)C1CCN(C(=O)NCc2ccccc2)CC1	0%	1.0%
Cc1cc(C)c(OCC(=O)Nc2ccc(Br)cc2)c(C)c1	4%	2.8%
O=c1c2ccccc2[nH]c(=S)n1CC1CCCO1 (centres undefined)	nt	-3.0%
c1ccc(N2CCN(c3nc(NCc4ccco4)c4ccccc4n3)CC2)cc1	-3%	-4.8%
COCCn1nnnc1C(c1cccc(C#N)c1)N1CCCCCC1 (centres undefined)	2%	-2.5%
N#C/C(=C1/CCCCCN1)c1nc2ccccc2[nH]1	3%	0.3%
COc1cc(C=C2C(=O)NC(=S)NC2=O)cc(Cl)c1OCCOc1ccccc1	3%	-1.6%
CCOCC(=O)Nc1c(C(=O)Nc2ccccc2OC)oc2ccccc12	4%	5.8%
COc1cccc(OC)c1C(=O)N1CCN(Cc2ccncc2)CC1	-4%	5.0%
CCOC(=O)C1CCN(C(=O)CC(C)c2ccccc2)CC1 (centres undefined)	-8%	1.4%
COc1nc(OC)nc(N2CCC(C(=O)NC3CCCCCC3)CC2)n1	-8%	1.9%
Cc1cc(NC(=O)CSC2=Nc3ccccc3C3=NC(Cc4ccccc4)C(=O)N23)n[nH]1 (centres undefined)	4%	6.1%
O=C(CCNC(=O)c1ccco1)NCc1ccccc1	nt	3.5%
COc1nc(-c2ccc(Cl)cc2)ccc1-c1noc(-c2ccncc2)n1	0%	-9.3%
Cc1ccc(OCCOCCOc2cccc(/C=c3\sc4nc5ccccc5n4c3=O)c2)cc1	-1%	1.9%
COc1ccc(NC(=O)/C=C/c2ccc(OC)c(OC)c2)c(OC)c1	0%	2.1%
CC1(C)Cc2c(sc3nc(-c4ccccc4)oc(=O)c23)CO1	1%	-2.2%
CCOC(=O)c1c(CN(CC)CC)n(C)c2cc(Br)c(OC)cc12	5%	-6.9%
COc1ccccc1Cn1c(=S)[nH]c2cc(C(=O)N3CCN(C)CC3)ccc2c1=O	4%	4.7%
CCCc1nc2n[nH]c(N)c2c2c1CCCC2	-8%	-3.2%
CCOc1cc(CN2CCN(C(=O)c3ccco3)CC2)ccc1OC	-4%	2.1%
CCn1c(SCC(=O)Nc2ccccc2N2CCOCC2)nnc1-c1ccccc1O	-13%	1.1%
C/C(=N\O)c1ccc2c3ccccc3n(C)c2c1	-10%	7.9%
CC(Sc1nc2nn(-c3ccccc3)c(=O)c-2c2n1CCCCC2)C(N)=O (centres undefined)	nt	1.6%
COc1ccc(N2C(=O)C3C(C2=O)N2CCCN2C3c2ccc(Cl)cc2)cc1 (centres undefined)	2%	2.3%
COc1cccc(-n2c(SCC#N)nnc2-c2cnccn2)c1	2%	5.0%
Cc1c(NC(=O)COc2ccccc2[N+](=O)[O-])cccc1-c1nc2ncccc2o1	59%*	-1.1%
CN(C)CCCNC(=O)COc1ccc(Cl)cc1	0%	0.8%
CCCCNC(=O)C1CC(=O)N(C2CCCCC2)C1 (centres undefined)	-4%	-1.5%
O=C1OC2CC3CC1CC(O)(C3)C2 (centres undefined)	0%	1.3%
CCCCNC(=O)c1ccc(CNc2c(N3CCC(C(=O)OCC)CC3)c(=O)c2=O)cc1	nt	4.6%
COc1cccc(C(=O)SC2=NCCS2)c1	0%	-2.2%
COc1ccccc1N(CC(=O)NCCSc1ccccc1)S(C)(=O)=O	-2%	-2.1%
COc1ccccc1NC(=O)N1CCOCC1	0%	3.5%
COc1ccc(CNC(=O)COc2ccc(Cl)cc2Br)cc1	-3%	1.3%
CC(C)(C)c1ccc(OCC(=O)NCc2ccccn2)cc1	2%	-3.6%
Cc1ccc(S(=O)(=O)C(CCC(=O)N2CCOCC2)S(=O)(=O)c2ccc(C)cc2)cc1	-3%	5.6%
C=CCNC(=O)COc1ccc(C)cc1Br	0%	5.0%
O=c1[nH]c(NCc2ccccc2)nc2c1CCC2	-6%	-2.1%
O=C(CCc1ccccc1)Nc1ccccc1C(=O)Nc1ccccc1	3%	0.3%
Nc1nc2ccccc2n1/N=C/c1cccnc1	nt	2.8%
CC(C)N(C#N)c1nc(N2CCOCC2)nc(N2CCOCC2)n1	-2%	-3.8%
Cc1ccc(N=C2CCCN2Cc2ccccc2)c(C#N)c1	nt	6.4%
CC(=O)c1ccc(NC(=O)c2cc3cc(Br)ccc3oc2=O)cc1	1%	-2.8%
CC(C)(C)c1nnc(NC(=O)CSc2nnnn2-c2ccccc2)s1	3%	-1.6%
Cc1cc(N2CCOCC2)nc2ccccc12	nt	-1.1%
Cc1ccc(C(C)C)c(OCCNC(=O)c2ccc(Cl)cc2Cl)c1	2%	0.0%
CCOC(=O)C1CCCN(C(=O)c2ccccc2Oc2ccccc2)C1 (centres undefined)	-9%	-1.7%
CC(C)(C)C1CCc2c(sc3c2c(=O)n(Cc2ccccc2)c2n[nH]c(=S)n32)C1 (centres undefined)	-2%	0.9%
Nc1ccccc1C(=O)NCc1ccccc1	nt	1.5%
CCOC(=O)c1c(-c2ccccc2)csc1NC(=O)c1ccc(N2C(=O)CCC2=O)cc1	5%	0.5%
O=C(COc1ccc(Cl)cc1)Nc1nc(-c2ccc(S(=O)(=O)N3CCOCC3)cc2)cs1	2%	0.2%&6.2%
O=S(=O)(CCc1nnc(-c2ccccc2)o1)c1ccc2ccccc2c1	-11%&4%	3.3%&-2.9%
Oc1ccc(Br)cc1CN1CCN(Cc2cccc3ccccc23)CC1	3%	1.2%
C(=NCCCN1CCOCC1)c1ccc2c(c1)OCO2	-4%	-2.0%
Cc1cc(C(=O)Nc2c(C)n(C)n(-c3ccccc3)c2=O)c(C)o1	0%	-1.1%

Other structures
SMILES	MKP-3 inhibition	Hsp70 displacement
CN(c1ccc(C(=O)NCc2cccnc2)cc1)S(C)(=O)=O	2%	-3.8%
O=c1c2c(nc3cc(-c4ccc(Br)cc4)[nH]n13)CCCC2	-1%	-6.1%
O=C(/C=C/c1ccccc1)CC(O)(c1ccccc1)C(F)(F)F (centres undefined)	nt	2.3%
COC(=O)C(Cc1ccc(O)cc1)N=Cc1ccccc1O (centres undefined)	1%	0.1%
CN(C1=NS(=O)(=O)c2ccccc21)c1ccccc1	0%	-2.7%
CCOc1ccc(NC(=S)/C(=C(\[O-])c2ccc(C)c([N+](=O)[O-])c2)[n+]2ccccc2)cc1	nt	5.3%
COc1ccccc1-n1c(CNc2ccc(F)cc2)nnc1SCC(=O)Nc1cc(C)on1	nt	4.7%
CC(C)C(=O)NS(=O)(=O)c1ccc(NC(=O)C(F)(F)F)cc1	-3%	-3.6%

Whole records, looked up by structure. Screens in order: MKP-3 inhibition | Hsp70 displacement
CN(c1ccc(C(=O)NCc2cccnc2)cc1)S(C)(=O)=O as listed: 2% | -3.8%
O=c1c2c(nc3cc(-c4ccc(Br)cc4)[nH]n13)CCCC2 as listed: -1% | -6.1%
CN(C1=NS(=O)(=O)c2ccccc21)c1ccccc1 as listed: 0% | -2.7%
COC(=O)C(Cc1ccc(O)cc1)N=Cc1ccccc1O (centres undefined) as listed: 1% | 0.1%
